OX1R antag-1: antagonists of human orexin 1 receptor; O43613; CHO/OX1R cells, Fluo-8 calcium fluorescence, orexin A; inhibition, % at 5 µM; 330,000 compounds, 0.43% hits; AID 434989;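 active = inhibition above its plate's threshold, mean inhibition of all tested compounds on the plate plus 3 SD, cut at about 37% in these data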;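 also: 0% = orexin A challenge wells and 100% = SB-334867-A antagonist wells; not every result past the cut was called active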
Target sequence (O43613 whole entry, looked up): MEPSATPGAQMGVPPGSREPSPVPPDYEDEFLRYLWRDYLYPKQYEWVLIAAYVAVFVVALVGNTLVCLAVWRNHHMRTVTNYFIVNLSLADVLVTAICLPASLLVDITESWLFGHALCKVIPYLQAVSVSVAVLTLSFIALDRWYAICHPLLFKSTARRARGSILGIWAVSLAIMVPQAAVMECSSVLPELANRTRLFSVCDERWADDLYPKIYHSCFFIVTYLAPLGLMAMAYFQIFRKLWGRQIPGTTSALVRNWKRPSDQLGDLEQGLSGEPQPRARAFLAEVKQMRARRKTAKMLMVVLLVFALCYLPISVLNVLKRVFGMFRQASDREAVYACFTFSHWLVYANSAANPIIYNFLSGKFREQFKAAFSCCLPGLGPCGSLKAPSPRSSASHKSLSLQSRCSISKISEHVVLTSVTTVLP
OX1R antag-2: blocks the human orexin 1 receptor; O43613; OX1R-expressing cells, FRET antagonist read-out; inhibition, % at 6.6 µM; 330,000 compounds, 1.8% hits; AID 485270; in the data active = inhibition mostly above about 38%, no sharp cut-off; inactive = mostly below about 40%;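 also: 0% = agonist challenge alone and 100% = reference antagonist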
CHT allo act: allosterically activates the human high affinity choline transporter; Q9GZV3; CHT-expressing cells, membrane potential dye, choline EC20; hits give high values; LV-AA mutant CHT in HEK293 cells; B-score at 10 µM; 310,000 compounds, 0.49% hits; AID 488977;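 active = initial fluorescence not abnormally high and integrated response B-score, plate-corrected, over 3 SD above library mean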
Target sequence (Q9GZV3 whole entry, looked up): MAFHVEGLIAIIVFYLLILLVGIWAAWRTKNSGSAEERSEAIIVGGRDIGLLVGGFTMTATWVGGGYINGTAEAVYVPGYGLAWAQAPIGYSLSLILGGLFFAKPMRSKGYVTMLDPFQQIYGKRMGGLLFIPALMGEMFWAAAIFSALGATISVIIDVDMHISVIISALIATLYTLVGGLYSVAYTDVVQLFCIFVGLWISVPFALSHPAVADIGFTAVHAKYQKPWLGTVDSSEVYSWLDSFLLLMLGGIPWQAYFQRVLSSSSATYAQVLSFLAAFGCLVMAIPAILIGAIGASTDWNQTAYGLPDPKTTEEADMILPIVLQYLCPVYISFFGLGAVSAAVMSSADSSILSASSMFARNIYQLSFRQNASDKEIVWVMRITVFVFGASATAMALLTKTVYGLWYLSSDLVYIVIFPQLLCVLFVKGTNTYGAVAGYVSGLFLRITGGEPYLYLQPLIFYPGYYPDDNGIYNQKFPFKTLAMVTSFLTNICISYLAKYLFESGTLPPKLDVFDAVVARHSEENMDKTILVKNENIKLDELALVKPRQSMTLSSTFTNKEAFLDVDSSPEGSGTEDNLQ
* hit, by the source's call; i = inactive; . = no result given.

smiles | CHT allo act | OX1R antag-1 | OX1R antag-2
N#Cc1c(NC(=O)C2CC(c3ccccc3O)=NO2)sc2c1CCC2 (centres undefined) | i | -15.4 | 32.9
Cc1ccc(-n2nc(C)c3c(C)c(CCC(=O)NC(C)c4ccccc4)c(C)nc32)cc1 (centres undefined) | i | -12.7 | 14.4
Cc1cc(-n2nc(C)cc2C)n2ncc(-c3ccccc3)c2n1 | i | -39.7 | 21.3
Cc1ccc(NC(=O)CCS(=O)(=O)c2ccc3nc(C)sc3c2)cc1 | i | -18.8 | 2.8
CCOc1cc(-c2c(C#N)c(N)nc3c2CCc2ccccc2-3)ccc1O | i | -10.4 | 8.9
C#CCOCCOCCOCCNc1nc(N2CCN(C(=O)C(Cc3ccc(O)cc3)n3cc(C(N)CC(C)C)nn3)CC2)nc(N2CCN(C(=O)C(Cc3cc4ccccc4[nH]3)n3cc(C(N)Cc4ccc(O)cc4)nn3)CC2)n1 (centres undefined) | i | -16.2 | 2.0
O=S(=O)(O)c1nc2ccccc2n1Cc1cccc2ccccc12 | i | -11.3 | 5.1
COc1ccc(Cc2nnc(NC(=O)CSc3ccccc3)s2)cc1OC | i | -21.5 | 5.9
COCCNC(=O)c1ccc(CS(=O)(=O)c2ccc(C)cc2)o1 | i | -1.2 | 8.3
CC12CCC(C(=O)N3CCCCC3)([C@H](Br)C1=O)C2(C)C (some centres undefined) | i | -22.4 | -3.1
CN(CC(=O)N1CCN(c2ccc(F)cc2)CC1)S(=O)(=O)c1ccc2c(c1)c(=O)n(C)c(=O)n2C | i | -20.0 | 23.2
Cc1cccc(NC(=O)[C@H](Cc2c[nH]c3ccccc23)NC(=O)[C@@H]2Cc3ccccc3CN2)c1 | i | -13.8 | 6.8
Cc1c(C(=O)N(Cc2ccccc2)C2CCS(=O)(=O)C2)oc2ccccc12 (centres undefined) | i | -31.0 | 3.3
COc1ccc(-c2csc(C)n2)cc1OC | i | -11.4 | 23.6
Cc1ccccc1NC(=O)NCC1CCN(c2ccc(S(=O)(=O)N3CCOCC3)cc2)CC1 | i | -11.8 | 20.0
O=C(Nc1ccc(F)cc1)C1CCCN(c2cnccn2)C1 (centres undefined) | i | -10.6 | 17.6
CCC(c1nnc(SCC(=O)Nc2ccc(C(=O)N(C)C)cc2)n1Cc1ccccc1)N(C)C (centres undefined) | i | -5.7 | 5.4
CCOc1ccc(N(C(=O)CNC(=O)c2ccco2)C(C(=O)NCC2CCCO2)c2ccccc2)cc1 (centres undefined) | i | -21.1 | 7.6
CCCc1nc(-c2cc3ccccc3[nH]c2=O)no1 | i | -19.0 | 6.4
CN(C)c1ccc(C2C3C(=O)NC(=O)C3ON2c2ccc(Cl)cc2)cc1 (centres undefined) | i | -4.7 | 6.6
Cc1onc(-c2ccccc2)c1C(=O)NC(C)CCc1ccccc1 (centres undefined) | i | -13.5 | 18.6
O=C(NCCCc1ccccc1)c1cncc(Br)c1 | i | 4.8 | -0.6
CCN(CC)CCN1C(=O)C(=O)/C(=C(/O)c2ccc(S(=O)(=O)N3CCOCC3)cc2)C1c1ccc(C)cc1 (centres undefined) | i | -12.4 | 20.1
O=C(c1cccc([N+](=O)[O-])c1)c1ccc2c(c1)C(=O)NC2=O | i | -1.5 | 54.3*
Cc1nn(C)cc1/C=N/NC(=O)CSc1ccccn1 | i | -2.4 | 4.1
Cn1ccnc1C(=O)Cc1ccc([N+](=O)[O-])cc1 | i | -28.4 | 13.1
CC(C)Sc1nc2c(cnn2-c2ccccc2)c(=O)[nH]1 | i | -3.7 | 14.1
O=C1CNC(=S)N1c1nc2ccccc2s1 | i | 9.3 | 38.4
O=C(COC(=O)c1cccc(S(=O)(=O)N2CCCCCC2)c1)Nc1ccccc1C(F)(F)F | . | -0.7 | 8.8
Cc1ccc(OC(=O)c2ccc(C)c([N+](=O)[O-])c2)cn1 | i | -11.8 | 8.7
COC(=O)C1=C(C)N(Cc2ccccc2)C(=NCc2ccccc2)N[C@H]1c1cccc(F)c1 | 16.1* | 29.2 | 22.3
COC(C[C@@H]1O[C@@H]1[C@H](O)[C@@H](C)OCc1ccccc1)OC | i | -7.7 | 18.2
CCN(CC)S(=O)(=O)c1ccc(OC)c(NC(=O)c2cn(CC)c3nc(C)ccc3c2=O)c1 | i | -25.1 | 10.2
O=C(Nc1ccc2c(c1)oc1ccccc12)c1ccncc1 | i | -10.4 | 2.6
N=C1S/C(=C\c2cn[nH]c2-c2ccc(F)cc2)C(=O)N1c1ccccc1F | i | -9.9 | 8.9
Cc1ccc(C)c2sc(NC(=O)c3ccc(N4C(=O)CCC4=O)cc3)nc12 | i | -10.0 | 15.7
COCc1cc(=O)[nH]c(Sc2c(-c3ccccc3)c3ccc(Cl)cc3[nH]c2=O)n1 | i | -12.1 | -1.2
Cc1ccc(CNC(=O)C2CCCN2S(=O)(=O)c2ccc(Cl)cc2)cc1 (centres undefined) | i | -37.0 | 0.4
Cc1cccnc1NC(=S)NCCc1ccccc1 | i | -22.7 | 14.8
COc1cc(/C=C2/C(=N)N3C(SC)=NSC3=NC2=O)ccc1OC(=O)c1ccco1 | i | -18.9 | 27.9

Structural class, the compounds so far with bromine (two)
smiles | CHT allo act | OX1R antag-1 | OX1R antag-2
CC12CCC(C(=O)N3CCCCC3)([C@H](Br)C1=O)C2(C)C (some centres undefined) | i | -22.4 | -3.1
O=C(NCCCc1ccccc1)c1cncc(Br)c1 | i | 4.8 | -0.6

Next section
smiles | CHT allo act | OX1R antag-1 | OX1R antag-2
CN(C)/C=C/C=C1C(=O)CCCC1=O | i | 7.5 | 27.1
CCOc1ccc(/C(O)=C2/C(=O)C(=O)N(Cc3cccnc3)C2c2ccc(N(C)C)cc2)c(C)c1 (centres undefined) | i | -10.2 | -0.6
COC(=O)[C@@H]1C[C@@]2(O)[C@H](O)[C@H](O)[C@H](O)C[C@H]2N1Cc1ccc(C(F)(F)F)cc1 | i | -10.5 | 11.7
CCOc1ccc(/C=N/NC(=O)c2ccccc2O)cc1CN1CC2CC(C1)c1cccc(=O)n1C2 (centres undefined) | . | -77.7 | 13.9
Cc1ccc2oc(=O)c3cnn(CC(=O)N4CCN(c5ccccn5)CC4)c3c2c1 | i | -26.6 | 15.1
COC(=O)c1cccc(NC(=S)NCCC2=CCCCC2)c1 | i | -3.5 | 18.9
O=C(CSc1nncn1-c1cccnc1)Nc1cccc([N+](=O)[O-])c1 | i | 0.4 | 10.8
CCC(CO)Oc1cc(NC(=O)c2cccc(Cl)c2)c2ncn(C(C)C)c2c1 (centres undefined) | . | -12.6 | 10.3
CCN(CC)CCNC(=O)c1ccc(NC(=O)c2c(C)nn(-c3ccc(F)cc3)c2Cl)cc1 | i | -27.9 | 14.6
CN(CC(=O)NNC(=O)Cc1ccccc1F)S(=O)(=O)c1ccc(Cl)cc1 | i | -7.2 | 12.5
COC(=O)c1c(-c2ccccc2)noc1-c1ccccc1 | i | -13.5 | 10.0
CC(C)CC(=O)N1CCN(Cc2ccccc2Cl)CC1 | i | -3.2 | 8.5
CCOc1ccc(C(=O)C(CN2CCOCC2)c2ccccc2)cc1 (centres undefined) | i | -15.7 | 14.8
COc1cccc(CC2(CO)CCCN(Cc3ccc(-c4ccco4)cc3)C2)c1 (centres undefined) | i | -16.4 | 25.3
COc1ccc2nc(/N=C\N(C)C)sc2c1 | i | -10.7 | 23.9
CCCCNc1ccc(S(N)(=O)=O)cc1[N+](=O)[O-] | i | -10.7 | 41.6
CN(C)S(=O)(=O)c1ccc(C(=O)Nc2cc3c(cc2C(=O)O)OCCCO3)cc1 | i | -3.8 | 18.4
CCC1CCCCN1C(=O)CSc1nnc(N)s1 (centres undefined) | . | -20.0 | -2.4
O=C1[C@@H]2Cc3c([nH]c4ccccc34)CN2C(=O)CN1CCCO | i | 8.8 | 14.4
Cc1nn(-c2ccccc2)c(N2CCCC2)c1C=O | i | -34.9 | 14.1
O=C1Nc2ccc(Br)cc2C1=Nc1ccc(-c2nnc3n2CCCCC3)cc1 | i | -12.9 | 19.2
C=C(C)C(=O)Nc1cccc(C2=NOC3(C2)C[C@@H](C(N)=O)N(C(=O)CC(c2ccccc2)c2ccccc2)C3)c1 (some centres undefined) | i | -2.7 | 36.4
COc1ccc(/C=C2\SC(=S)N(CC(=O)OCC(=O)Nc3ccc(C)cc3Cl)C2=O)cc1 | i | -8.5 | -6.3
O=C(Nc1nnc(-c2ccccc2)o1)c1cc(-c2cccs2)nc2ccccc12 | i | -6.2 | 88.8*
Cc1ccsc1/C=C(\C#N)C(=O)NCCCN1CCOCC1 | i | -13.5 | 38.4
Cc1c(C)c(C)c(S(=O)(=O)N2CCC3(CC2)OCCO3)c(C)c1C | i | -12.5 | 1.0
CC(C)n1nnc2c(=O)oc3ccccc3c21 | i | -11.1 | 4.1
O=C(C1=C(O)C(=O)N(CCc2ccccc2)C1c1cccs1)c1ccco1 (centres undefined) | i | -8.8 | 8.5
Cc1ccc(C23CC4CC(CC(C(=O)OCC(=O)NC5CCS(=O)(=O)C5)(C4)C2)C3)cc1 (centres undefined) | i | -15.4 | 27.4
O=C(O)c1ccc(NC2OC[C@@H](O)[C@H](O)[C@H]2O)cc1 (some centres undefined) | i | -12.4 | 19.1
C/C(=N\NC(=S)Nc1ccccc1C)C1Cc2ccccc2C(=O)O1 (centres undefined) | i | -14.7 | 10.0
CCOC(=O)c1sc(NC(=O)c2cc(-c3ccc(C)cc3)nc3ccccc23)c(C#N)c1C | i | -16.8 | 5.6
CCCCCCc1cc2cc(C(=O)Nc3cccc(OC)c3)c(=O)oc2cc1O | i | 5.1 | 9.6
Cc1ccnc(SCC(=O)c2ccc(Br)s2)n1 | i | -3.7 | 13.8
CCn1c(SCC(=O)c2ccc(NS(=O)(=O)c3ccccc3)cc2)nnc1-c1cccs1 | i | -22.0 | 8.5
Cn1cc(SCC(=O)Nc2nccs2)c2ccccc21 | i | -19.1 | 3.7
O=C(NC1CCCC1)C(c1ccncc1)N(CC1CCCO1)C(=O)Cn1nnc(-c2cccs2)n1 (centres undefined) | i | -18.1 | 21.7
CCOC(=O)C(=O)/C(=C\N(C)C)c1onc(-c2c(Cl)cccc2Cl)c1C(=O)OC | i | -9.1 | 1.4
CCC(Sc1nccn1C)C(=O)Nc1ccc(Cl)cn1 (centres undefined) | i | -10.3 | 1.4
Nc1cccc2c1C(=O)N(C(=O)c1ccco1)C2=O | i | -8.7 | 22.2
COc1ccccc1CN(C)c1nnnn1-c1ccccc1 | i | -17.6 | 21.1
O=C(Nc1cccnc1)c1ccc(COc2ccccc2Cl)o1 | i | 0.5 | 4.2
CCC(C)[C@H](NC(=O)N1CCC(C)CC1)C(=O)O (some centres undefined) | i | 1.2 | 8.1
CCC(=O)Nc1cc(C)c(NC(=O)C23CC4CC(CC(C4)C2)C3)cn1 | i | -4.5 | 23.4
CC(=O)c1ccc(NC(=O)CSc2nnc(-c3ccco3)o2)cc1 | i | -5.1 | 2.1
C=CCc1c(C)nc(N2CCSCC2)[nH]c1=O | i | -7.7 | 0.7
O=C(NC1CCN(c2ncccn2)CC1)c1cccc(F)c1 | i | -11.8 | -3.1
CC(C)Oc1ccc(S(=O)(=O)N2CCCCC2)cc1NC(=O)C1CSC2(C)CCC(=O)N12 (centres undefined) | i | -21.2 | 30.8
CC(NC(=O)COC(=O)c1ccc(S(=O)(=O)N2CCOCC2)cc1)c1ccccc1 (centres undefined) | . | -7.1 | 4.8
Nc1nnc(SCc2ccc(Cl)cc2)s1 | i | -13.5 | 26.6
CC(=O)c1c(C)oc2ccc(NS(=O)(=O)c3ccccc3)cc12 | i | -18.7 | 40.0
O=C(Oc1cccc(-n2cnnn2)c1)c1sc2ccccc2c1Cl | i | 9.2 | 0.2
CCOC(=O)c1c(C)c(C(=O)NCCCN2CCCC2=O)c(C)n1CC | i | -11.7 | 2.6
CC(C)(C)S(=O)(=O)/C(C#N)=C/c1sccc1C1OCCO1 | i | 12.8 | 10.9
FCCCOc1ccc(-c2nccc(-c3ccccn3)n2)cc1 | i | -27.5 | 34.6
O=C(c1cccc(S(=O)(=O)N2CCc3ccccc32)c1)N1CCCC(C(F)(F)F)C1 (centres undefined) | i | -25.3 | 10.4
Cc1ccc(S(=O)(=O)Oc2ccc(/C=C(/NC(=O)c3ccccc3)C(=O)O)cc2)cc1 | i | -11.2 | 8.1
COc1cccc(-c2cc(C(=O)Nc3cnn(Cc4ccc(F)cc4)c3)no2)c1 | i | -14.4 | 14.1
COc1ccc(C(=O)CNc2ccc(C)cc2C)cc1 | i | -4.8 | 0.2
CC(C)(CO)CNC1CCCN(C2Cc3ccccc3C2)C1 (centres undefined) | i | -9.9 | 10.4

Continued:
smiles | CHT allo act | OX1R antag-1 | OX1R antag-2
CCC1CCCCN1Cc1nc2c(c(=O)n(C)c(=O)n2C)n1Cc1ccccc1 (centres undefined) | i | -19.9 | -4.1
Cc1ccc(C)c(C(=O)CCC(=O)Nc2ccc(N3CCN(C)CC3)cc2C)c1 | . | -9.4 | 4.9
Cc1[nH]c2ccccc2c1NC(=O)CN1CCN(C(=O)c2ccco2)CC1 | i | 1.9 | 6.6
COc1cc(C2N=C(c3ccccc3)NO2)cc(Br)c1O (centres undefined) | i | -12.6 | 15.0
O=C(Cn1cnc2sc3c(c2c1=O)CCCC3)NCC(=O)Nc1ccc(F)cc1F | i | -35.0 | 22.7
COc1ccc(-c2cc(CNC(C)=O)on2)cc1 | i | -6.7 | 28.4
CCn1ncc(CN2CCN(Cc3cccc(OC)c3)C(CCO)C2)c1C (centres undefined) | i | -17.6 | 8.2
COCCCNC(=O)CN(CCc1ccccc1)S(=O)(=O)c1ccc(C)cc1 | i | -13.6 | 11.3
CSCC[C@@H](C(=O)Nc1ccc2c(c1)OCCO2)N1Cc2ccccc2C1=O | i | -20.9 | 12.9

Bioassay records: PubChem BioAssay, several laboratories
